PTAP TSG101 blk: blocks PTAP/TSG101 interaction to inhibit HIV-1 budding; Q99816; Fluorescence polarization, FITC-PTAP peptide / Tsg101 binding; Potency, µM (series often up to 115 µM), for inactives: at the highest dose activity change, negative = inhibition, actives largely listed as inhibitors; 340,000 tested, under 10 active; active = well fitted inhibition curve with a large enough effect in the main read-out, with a control signal flat, not every such curve was filed as active; inconclusive = small, poorly fitted or top-dose-only effect, or effect the other way, or a change in a side signal; inactive = no such curve, though single readings can be large or run the other way; note: potency is the fitted concentration of half-maximal effect; % of control where 0% means no effect
Target sequence (Q99816 whole entry, looked up): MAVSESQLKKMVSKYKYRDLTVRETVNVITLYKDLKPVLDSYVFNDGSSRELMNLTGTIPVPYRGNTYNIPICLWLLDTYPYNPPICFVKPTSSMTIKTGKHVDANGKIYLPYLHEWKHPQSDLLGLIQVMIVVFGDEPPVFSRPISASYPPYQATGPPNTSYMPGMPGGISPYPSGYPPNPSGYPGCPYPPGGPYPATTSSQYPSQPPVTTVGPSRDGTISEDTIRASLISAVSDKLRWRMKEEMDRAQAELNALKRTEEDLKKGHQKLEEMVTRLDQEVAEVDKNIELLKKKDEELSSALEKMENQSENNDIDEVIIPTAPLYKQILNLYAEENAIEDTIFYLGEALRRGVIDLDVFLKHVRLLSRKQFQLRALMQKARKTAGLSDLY
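Fluorescence anisotropy tracks displacement of a FITC-tagged PTAP peptide (50 nM) from the Tsg101 binding domain (10 uM), following a 20 min room-temperature incubation at pH 7.5.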
PKM2 activator: PKM2 (human) enzyme activation. P14618. purified PKM2, Kinase-Glo ATP luminescence, activation; response scale: 0% is enzyme alone, no compound. Potency, µM (series often up to 57.5 µM), without a hit: at the highest dose activation, usual class: activators. actives 0.34% (n = 260,000); note: potency is the fitted concentration of half-maximal effect; % is set by controls: 0 for no effect and ±100 for the full control effect; nearly all actives have a fitted effect of over 55% in size
Target sequence (P14618 whole entry, looked up): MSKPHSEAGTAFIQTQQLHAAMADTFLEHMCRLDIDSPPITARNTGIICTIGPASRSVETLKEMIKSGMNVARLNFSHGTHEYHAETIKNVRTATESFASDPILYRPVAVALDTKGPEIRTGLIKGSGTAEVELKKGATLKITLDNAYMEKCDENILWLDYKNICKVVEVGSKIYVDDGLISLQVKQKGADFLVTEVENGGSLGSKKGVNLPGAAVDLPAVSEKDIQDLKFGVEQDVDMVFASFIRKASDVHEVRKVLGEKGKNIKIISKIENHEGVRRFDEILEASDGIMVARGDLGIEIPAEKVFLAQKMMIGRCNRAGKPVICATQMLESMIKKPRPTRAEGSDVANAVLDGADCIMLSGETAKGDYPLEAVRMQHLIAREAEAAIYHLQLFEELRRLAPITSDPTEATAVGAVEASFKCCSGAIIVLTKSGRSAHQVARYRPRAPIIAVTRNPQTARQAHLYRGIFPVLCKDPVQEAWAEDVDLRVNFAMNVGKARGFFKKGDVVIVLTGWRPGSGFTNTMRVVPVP
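ATP formation by purified human PK-M2, quantified via coupled luciferase luminescence after 1 h at room temperature with 0.1 mM ADP and 0.5 mM PEP final.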
ASM inhibitor: human S-ASM enzyme inhibition. P17405. placental ASM, HMU-PC fluorogenic substrate, 60 min. Potency, µM (doses to about 57.5 µM), without a hit: at the highest dose activity change, negative = inhibition, hits mostly inhibitors. actives 0.006% (n = 340,000). AID 504937; note: potency is the fitted concentration of half-maximal effect
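Human placenta-derived ASM preincubated with compound 10 min at room temperature, then reacted with 9 uM (final) fluorogenic HMU-PC substrate for 60 min at 37 C. Stop solution raises pH to 10; fluorescence read at Ex 386/Em 447 nm.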
B2AR arrestin: recruits beta-arrestin to the human beta2-adrenergic receptor; P07550; beta-arrestin recruitment to beta2AR, cell-based reporter; Potency, µM (titrated, usually from 46.1 µM), inactives show at the top dose activation, hits mostly activators; actives 0.02% (n = 330,000); AID 492947;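 note: potency is the fitted concentration of half-maximal effect; 0% = DMSO controls and full agonism = EC100 isoproterenol or metaproterenol; nearly all actives have a fitted effect of over 65% in size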
a7 integrin act: integrin-mediated muscular dystrophy alleviation activation. alpha7betagal myoblasts, beta-gal FDG fluorescence, 48 h. actives 0.064% (n = 350,000). Potency, µM (series often up to 38.3 µM), for the others: top-dose activation, hits mostly activators;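 note: potency is the fitted concentration of half-maximal effect; 100% = response of the positive control SU9516; nearly all actives have a fitted effect of over 60% in size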
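alpha7betagal+/- myoblasts (passage 13, 250/well) treated 48 h at 37C with compounds at 1:260 dilution of DMSO stock. Lysed, then beta-galactosidase activity read as FDG fluorescence (ex 480/em 540) after 30 min, with pre-read for autofluorescence.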
Menin MLL FP TR: menin-MLL binding inhibition, Texas Red mutant peptide. O00255. Menin + Texas Red MLL mutant peptide, fluorescence polarization. Potency, µM (highest dose often 61.6 µM), without a hit: at the top dose FP activity change, negative = inhibition, usual class: inhibitors. actives 0.23% (n = 270,000); active = well fitted inhibition curve with a large enough effect in the polarisation, with a control signal flat, not every such curve was filed as active; inconclusive = small, poorly fitted or top-dose-only effect, or effect the other way, or a change in a side signal; inactive = no such curve, though single readings can be large or run the other way; the % refers to the polarisation; note: potency is the fitted concentration of half-maximal effect; % of control where 0% means no effect; many of its hits are not listed in these tables
Chronic BCR inh: inhibitors of chronic active B-cell receptor signaling; Potency, µM (series often up to 46.1 µM), for the others: top-dose ratio change, negative = lower green/red ratio, usual class: inhibitors; ABC-DLBCL IkBa-CBG/CBR reporter, luminescence ratio, 4 h; actives 0.05% (n = 340,000); active = well fitted inhibition curve with a large enough effect in the signal ratio, with a control signal flat, not every such curve was filed as active; inconclusive = small, poorly fitted or top-dose-only effect, or effect the other way, or a change in a side signal; the % refers to the signal ratio;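 note: potency is the fitted concentration of half-maximal effect; plate controls were basal doxycycline-induced cells for no effect and cells given 10 µM MG132 for full effect; MG132 reads +100%, hits lower the ratio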
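Cell line TMD8 (human ABC DLBCL), stably expressing tet-inducible CBG68-IkBa fusion and CBR; IMDM/0.5% FBS; cpd up to 46 uM; dox induction, 4 h, 37C/5% CO2; dual luminescence; green/red ratio; MG132 control.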
Coupling enz: inhibits coupling enzyme system, counter-screen for aldolase hits; coupling enzyme system counterscreen, AmpLite Red fluorescence; activity change, negative = inhibition, % at 58.2 µM, hits read low; actives 0.67% (n = 290,000); AID 2472; in the data active = activity change below about -30%; note: % is set by controls: 0 for no effect and ±100 for the full control effect
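Coupling enzymes only (glyceraldehyde-3-phosphate) + compound, at 57.5 uM final, 10 min RT; add substrate/coupling/AmpLite Red mix, 20 min RT; fluorescence ex 525/em 598 nm. Actives flag coupling-system interference.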
Giardia killer: Giardia lamblia killing | Giardia lamblia trophozoite viability | activity change, % at 7.66 µM, hits read low | actives 0.15% (n = 340,000) | AID 540267; in the data active = activity change below about -80%; inconclusive = between about -30% and that limit;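 note: parasites exposed to compound for two days anaerobically before the ATP read; % is set by controls: 0 for no effect and ±100 for the full control effect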
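Viability, read as ATP luminescence: trophozoites at 100 cells/well, compound added, 48 hrs anaerobic at 37 deg C, then 15-30 min room-temperature development before reading.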
Tb PFK inh: blocks T. brucei phosphofructokinase; O15648; T. brucei PFK, ADP-Glo luminescence; Potency, µM (top dose mostly 57.5 µM), for inactives: top-dose activity, negative = inhibition, usual class: inhibitors; actives 0.17% (n = 330,000); AID 485367;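 note: potency is the fitted concentration of half-maximal effect; 0% = uninhibited 1x PFK enzyme wells and -100% = no-enzyme wells; nearly all actives have a fitted effect of over 60% in size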
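Luminescent ADP detection (ADP-Glo, two-step: ATP depletion then ADP-to-ATP conversion for luciferase) reported PFK activity after 45 min room-temperature reaction of 1.25 nM enzyme with 0.5 mM F6P and 0.1 mM ATP at pH 8.0.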
GALK inh: galactokinase (human) inhibition; P51570; Purified GALK, Kinase-Glo residual ATP luminescence; Potency, µM (highest dose often 57.5 µM), for the others: at the highest dose activity change, negative = inhibition, hits mostly inhibitors; actives 0.007% (n = 270,000); note: potency is the fitted concentration of half-maximal effect; % is set by controls: 0 for no effect and ±100 for the full control effect
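Quantitative HTS: GALK 5 nM, ATP 35 uM, galactose 100 uM, 1 h room temperature, then luciferase-based ATP detection.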
Starred values were filed as active, the others as inactive; ? = inconclusive; nt = no result given; [ ] = remark or other dose. Unless noted, calls come from the whole dose curve; as a rule, active = well fitted curve in the direction sought with a large enough effect; inconclusive = small, poorly fitted or top-dose-only effect, or another doubt; inactive = no such curve, though single readings can be large; an effect the other way counts as inactive or inconclusive. This is a subset, so the mix of outcomes need not match the whole.

SMILES	PTAP TSG101 blk	PKM2 activator	ASM inhibitor	B2AR arrestin	a7 integrin act	Menin MLL FP TR	Chronic BCR inh	Coupling enz	Giardia killer	Tb PFK inh	GALK inh
Nc1ccc(N2CCN(c3cccc(Cl)c3)CC2)cc1	0%	-6%	1%	-2.5%	-22%	9%	0%	0	6	?	nt
O=C(Cn1nnc(-c2ccccc2F)n1)Nc1cccc2ncccc12	-6%	2%	2%	0.2%	2%	-2%	4%	2	-1	4%	5%
Cc1ccc2cccc(OCCCOc3ccccc3F)c2n1	-4%	-1%	1%	0.5%	22%	16%	?	2	-21	4%	1%
CC(OC(=O)c1ccc(-c2ccc([N+](=O)[O-])cc2)o1)C(=O)NC(N)=O (centres undefined)	-2%	1%	-2%	0.1%	5%	nt	3%	1	-7	-4%	-3%
Fc1cc(Br)cc(F)c1NC(=S)N1CCOCC1	-1%	nt	7%	-1.1%	-23%	-10%	?	-2	-4	-2%	5%
O=C(NCCCn1ccnc1)c1ccc(Cl)cc1	1%	1%	-2%	-0.2%	6%	nt	-1%	0	2	-1%	9%
COC(=O)/C=C(\C)NC(=O)c1ccccc1Cl	-2%	7%	-1%	0.4%	2%[7.66 µM]	0%	-3%	0	12	6%	3%
CC(C)(C)n1nnnc1C(c1cccnc1)N1CCN(C(=O)c2ccco2)CC1 (centres undefined)	-5%	6%	7%	-0.6%	7%	-1%	1%	-3	-5	-5%	-3%
Cc1cc(C)c(NC(=S)NC(CO)(CO)CO)c(C)c1	0%	0%	-1%	-0.3%	-8%	nt	?	-1	5	-4%	-2%
CCOc1ccc2nc(NC(=O)C3CCCN(S(=O)(=O)c4c(C)noc4C)C3)sc2c1 (centres undefined)	-2%	-4%	-21%	0.2%	8%	nt	?	1	9	0%	3%
CC(=O)c1ccc(N2CCN(S(=O)(=O)c3cc4[nH]c(=O)c(=O)[nH]c4cc3C)CC2)cc1	-1%	10%	-7%	-0.1%	4%	8%	-2%	1	-12	-6%	nt
CCOC(=O)C(C)N1C(=O)S/C(=C/c2cc(C)n(-c3ccccn3)c2C)C1=O (centres undefined)	1%	3%	40%[activator]	0.3%	-48%[inhibitor]	nt	?	-11	6	2%	-2%
O=[N+]([O-])c1cccnc1Oc1ccccc1F	-3%	4%	3%	-0.7%	4%	nt	-1%	0	-1	-2%	0%
COC(=O)c1ccccc1NC(=O)CNC(=O)c1ccc(OC)c(OC)c1	-3%	5%	3%	-0.9%	-7%	5%	?	7	-3	3%	-3%
COc1ccc(CCN2C(=O)CCC2(C)C(=O)NCc2cccnc2)cc1OC (centres undefined)	-5%	9%	9%	-0.1%	20%	8%	-3%	4	27	-5%	-2%
CC(C)c1ccc(C(=O)CC2(O)C(=O)N(CN3CCOCC3)c3ccccc32)cc1 (centres undefined)	-1%	3%	-8%	-0.6%	0%	-3%	3%	4	-6	0%	-1%
COCCOC(=O)/C(=C/c1ccc(OC(=O)c2ccccc2)cc1)C(C)=O	1%	17%	-1%	-0.2%	45%	-12%	0%	5	-19	-5%	nt
O=C(O)c1cccc(NC2=C(n3nnc4ccccc43)C(=O)c3ccccc3C2=O)c1	0%	-5%	0%	-0.7%	34%	nt	6%	-32*	25	-6%	nt
COc1cc2c(c(OC)c1OC)C(c1ccc3c(c1)OCO3)CC(=O)O2 (centres undefined)	4%	nt	0%	1.0%	6%	10%[94.6 µM]	?	-6	4	-1%	nt
CC(Sc1nncs1)C(=O)NC1CCCCC1C (centres undefined)	-5%	-1%	-1%	-1.1%	-24%	-21%	0%	1	-18	0%	5%

Sorted by value in a7 integrin act (high to low): some entries from above
SMILES	PTAP TSG101 blk	PKM2 activator	ASM inhibitor	B2AR arrestin	a7 integrin act	Menin MLL FP TR	Chronic BCR inh	Tb PFK inh	GALK inh
O=C(O)c1cccc(NC2=C(n3nnc4ccccc43)C(=O)c3ccccc3C2=O)c1	0%	-5%	0%	-0.7%	34%	nt	6%	-6%	nt
COc1cc2c(c(OC)c1OC)C(c1ccc3c(c1)OCO3)CC(=O)O2 (centres undefined)	4%	nt	0%	1.0%	6%	10%[94.6 µM]	?	-1%	nt
Fc1cc(Br)cc(F)c1NC(=S)N1CCOCC1	-1%	nt	7%	-1.1%	-23%	-10%	?	-2%	5%

Going on with the list.
SMILES	PTAP TSG101 blk	PKM2 activator	ASM inhibitor	B2AR arrestin	a7 integrin act	Menin MLL FP TR	Chronic BCR inh	Coupling enz	Giardia killer	Tb PFK inh	GALK inh
Cc1ccc(C2=NOC3(CC(=O)N(c4ccc(C)cc4)C3=O)C2)cc1 (centres undefined)	-1%	4%	0%	0.3%	36%	nt	-1%	1	-4	-3%	4%
Cc1ccc(NC(=S)N/N=C2\CC3CC=CC23)c(C)c1 (centres undefined)	-1%	9%	4%	0.4%	-27%	5%	-9%	1	-4	-20%	0%
O=C(Cn1cncn1)N/N=C/c1ccncc1	0%	-2%	5%	0.3%	-32%	nt	-2%	2	-3	-4%	1%
Cc1ccc(-c2nc(SCC(=O)c3c(N)n(C4CC4)c(=O)[nH]c3=O)n[nH]2)cc1	-1%	nt	-4%	-0.7%	24%	nt	-2%	nt	-13	3%	nt
CSc1ccccc1NC(=O)CN(C)C(=O)COc1ncnc2ccccc12	-1%	nt	7%	-0.9%	-15%	nt	-6%	nt	5	6%	nt
COc1ccc(Nc2ncnc3sc(C)cc23)cc1	5%	nt	-12%	0.2%	-4%	?	?	1	5	2%	2%

Part of the list above, in CSV form:
Molecule,PTAP TSG101 blk,PKM2 activator,ASM inhibitor,B2AR arrestin,a7 integrin act,Menin MLL FP TR,Chronic BCR inh,Coupling enz,Giardia killer,Tb PFK inh,GALK inh
COCCOC(=O)/C(=C/c1ccc(OC(=O)c2ccccc2)cc1)C(C)=O,1%,17%,-1%,-0.2%,45%,-12%,0%,5,-19,-5%,nt
O=C(O)c1cccc(NC2=C(n3nnc4ccccc43)C(=O)c3ccccc3C2=O)c1,0%,-5%,0%,-0.7%,34%,nt,6%,-32*,25,-6%,nt
COc1cc2c(c(OC)c1OC)C(c1ccc3c(c1)OCO3)CC(=O)O2 (centres undefined),4%,nt,0%,1.0%,6%,10%[94.6 µM],?,-6,4,-1%,nt
CC(Sc1nncs1)C(=O)NC1CCCCC1C (centres undefined),-5%,-1%,-1%,-1.1%,-24%,-21%,0%,1,-18,0%,5%
Cc1ccc(C2=NOC3(CC(=O)N(c4ccc(C)cc4)C3=O)C2)cc1 (centres undefined),-1%,4%,0%,0.3%,36%,nt,-1%,1,-4,-3%,4%
Cc1ccc(NC(=S)N/N=C2\CC3CC=CC23)c(C)c1 (centres undefined),-1%,9%,4%,0.4%,-27%,5%,-9%,1,-4,-20%,0%
O=C(Cn1cncn1)N/N=C/c1ccncc1,0%,-2%,5%,0.3%,-32%,nt,-2%,2,-3,-4%,1%
Cc1ccc(-c2nc(SCC(=O)c3c(N)n(C4CC4)c(=O)[nH]c3=O)n[nH]2)cc1,-1%,nt,-4%,-0.7%,24%,nt,-2%,nt,-13,3%,nt
CSc1ccccc1NC(=O)CN(C)C(=O)COc1ncnc2ccccc12,-1%,nt,7%,-0.9%,-15%,nt,-6%,nt,5,6%,nt
COc1ccc(Nc2ncnc3sc(C)cc23)cc1,5%,nt,-12%,0.2%,-4%,?,?,1,5,2%,2%
